# Compound activity (PubChem BioAssay)
# IDE cell inh: human IDE inhibitors in live cells, primary screen, fluorescence polarization, HEK cells, FAbetaB substrate. FAbetaB cleavage. inhibition, % at 5.59 µM. 0.41% of 320,000 active;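 active means percent inhibition above the average of all tested compounds plus 3 SD, set per screening campaign, cut at about 16% in these data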;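 further: IDE supplied by intact live HEK cells; FP after avidin binding of uncleaved biotin substrate so inhibition keeps polarization high; 0% = DMSO wells and 100% = 60 µM reference IDE inhibitor Ii1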
# GalR3 antagonist: GalR3 antagonists in HEK293 cells, primary screen, cell-based, fluorescence readout | Galanin receptor type 3 (Homo sapiens), O60755 | HEK293 GalR3-CNG cAMP membrane potential fluorescence; galR3 body fused to GalR1 C-terminus | inhibition, % at 3 µM | 0.44% of 360,000 active | AID 651719, 2012;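 active means inhibition above the screen-wide average plus 3 SD, cut at about 13% in these data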;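 further: forskolin and galanin both at EC90 stimulate the cells; cAMP rise reported by CNG channel membrane potential dye signal; 0% = forskolin plus galanin with DMSO and 100% = forskolin alone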
# Target sequence (O60755 1-299 limits assumed): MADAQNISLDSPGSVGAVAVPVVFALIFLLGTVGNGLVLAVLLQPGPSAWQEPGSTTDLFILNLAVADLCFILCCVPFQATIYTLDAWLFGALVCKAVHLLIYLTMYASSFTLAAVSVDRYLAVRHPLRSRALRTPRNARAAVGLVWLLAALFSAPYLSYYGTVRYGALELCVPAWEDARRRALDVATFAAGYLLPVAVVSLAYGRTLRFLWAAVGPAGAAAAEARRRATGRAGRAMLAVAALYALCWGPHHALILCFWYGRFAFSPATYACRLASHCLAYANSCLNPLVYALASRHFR
# IDE act: human IDE activators in live cells, primary screen, fluorescence polarization, HEK cells, FAbeta-B substrate | Insulin-degrading enzyme (Homo sapiens), P14735 | FAbeta-B cleavage; 0% vehicle, 100% cell-free pure enzyme wells | activation, % at 5.96 µM | 0.073% of 340,000 active;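 active means activation above the mean of all tested compounds plus 3 SD, set per screening campaign, cut at about 17% in these data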
# CRFR2-BP ag: agonists of CRF-BP/CRF-R2 complex, primary screen, cell-based, HEK293, calcium dye fluorescence, uHTS; AID 588473, 2011; calcium dye fluorescence (FLIPR); percent of saturating CRF peptide response; activation, % at 13.2 µM; CRF-binding protein / CRF receptor 2 complex (human); 0.46% of 350,000 active;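 active means activation of at least 50%, plus an integration ratio under a set limit after plate pattern correction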;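 further: plate controls were neutral control wells without compound for no effect and CRF at EC100 for full effect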
# MEKK3 PB1 HTS: modulators of MEKK3-MEK5 PB1 binding, primary screen, biochemical, wildtype MEKK3, multiplex bead flow cytometry, Alexa488-MEK5. AID 1529, 2009. bead-based flow cytometry, Alexa488-MEK5 binding to MEKK3; actives lie on both sides; 0 = blocked by unlabeled MEK5, 100 = vehicle. 1.4% of 290,000 active. Mitogen-activated protein kinase kinase kinase 3 (Homo sapiens), Q99759. binding response (% of control), % at 10 µM;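 active means binding response more than 3 SD above or below the average of its plate-row segment, actives on both sides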;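 further: Alexa488 bead fluorescence after subtracting the streptavidin-only scavenger bead signal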
# CRFR2-BP antag: antagonists of CRF-BP/CRF-R2 complex, primary screen, cell-based, HEK293, calcium dye fluorescence, uHTS; 0.59% of 350,000 active; AID 588475, 2011; inhibition, % at 11.8 µM; CRF-induced calcium fluorescence;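 active means inhibition of the ligand-induced calcium signal above about 50% at the single tested concentration, limit read from the data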
# pCIP destab: p/CIP-EGFP fusion destabilizers, primary screen, fluorescence, F442A cells; Q05BA5; 16 h; decrease of EGFP signal, % at 10 µM; 0.01% of 290,000 active; AID 1984, 2009;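 active means EGFP signal decrease of at least 30% at 10 µM or well 3 SD below plate mean, unless failing retest; inactive means the rest, including hits failing retest or dose response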; further: some compounds called inactive have numbers as strong as hits; many of its hits are not listed in these tables
# PHOSPHO1 inh: PubChem AID 1565; recombinant PHOSPHO1, absorbance phosphatase assay; 1.1% of 290,000 active; inhibition, % at 13.3 µM; Phosphoethanolamine/phosphocholine phosphatase (Homo sapiens), Q8TCT1; in the data active means inhibition above about 60%
# Target sequence (Q8TCT1 whole entry, looked up): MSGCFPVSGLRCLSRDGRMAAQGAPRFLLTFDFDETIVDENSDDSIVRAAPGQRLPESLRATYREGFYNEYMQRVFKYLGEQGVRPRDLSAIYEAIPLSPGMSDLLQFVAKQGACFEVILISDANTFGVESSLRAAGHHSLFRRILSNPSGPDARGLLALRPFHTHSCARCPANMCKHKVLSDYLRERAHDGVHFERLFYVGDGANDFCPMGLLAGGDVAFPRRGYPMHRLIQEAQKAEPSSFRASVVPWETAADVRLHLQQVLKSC
# M4 PAM: human M4 muscarinic receptor positive allosteric modulators, primary screen, CHO-K1 cells, Fluo-8 calcium fluorescence; activation, % at 3 µM; Muscarinic acetylcholine receptor M4 (Homo sapiens), P08173; CHO-K1 hM4/Gqi5, ACh EC20; 0% = ACh EC20, 100% = maximal ACh; 0.4% of 360,000 active;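 active means activation above its plate's cutoff, the mean activation of sample wells plus 3 SD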; further: some results filed as inactive read as strong as hits
# Target sequence (P08173 whole entry, looked up): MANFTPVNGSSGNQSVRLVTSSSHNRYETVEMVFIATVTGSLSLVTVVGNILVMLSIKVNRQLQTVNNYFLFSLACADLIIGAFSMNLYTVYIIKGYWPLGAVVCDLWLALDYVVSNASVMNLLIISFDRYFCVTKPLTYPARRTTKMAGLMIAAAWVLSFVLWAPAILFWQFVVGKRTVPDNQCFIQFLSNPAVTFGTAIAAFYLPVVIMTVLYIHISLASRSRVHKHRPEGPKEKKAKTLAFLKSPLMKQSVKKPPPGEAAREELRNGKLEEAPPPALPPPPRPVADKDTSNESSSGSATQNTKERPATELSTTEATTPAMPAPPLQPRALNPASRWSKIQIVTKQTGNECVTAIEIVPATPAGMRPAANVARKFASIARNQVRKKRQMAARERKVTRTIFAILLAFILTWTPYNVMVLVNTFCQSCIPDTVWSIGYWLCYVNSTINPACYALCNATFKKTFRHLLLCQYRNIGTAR
# Active calls of the source: *; . = not tested or not shown.
nr	IDE cell inh	GalR3 antagonist	IDE act	CRFR2-BP ag	MEKK3 PB1 HTS	CRFR2-BP antag	pCIP destab	PHOSPHO1 inh	M4 PAM	Molecule
1	.	-3	6	8.1	.	-7	.	.	-2	COc1ccc(-c2c(C)cc3oc(=O)cc(-c4ccccc4)c3c2C)cc1F
2	-1	-9	1	6.3	100	-22	10	.	-9	CC1CCCC(C)N1CC(O)COC1CCC(C(C)(C)C)CC1 (stereo unspecified)
3	-1	-4	2	-1.7	105	-3	4	0	-9	CC(C)CC(NC(=O)c1ccccc1)C(=O)OCC(=O)Nc1ccc(Br)cn1 (stereo unspecified)
4	1	3	4	-1.5	104	-3	-13	16	5	CCOc1cc(NC(=S)NCC2CCCO2)c(OCC)cc1NC(=O)CC (stereo unspecified)
5	-4	-5	3	-0.4	.	10	.	.	-1	COc1ccc([N+](=O)[O-])cc1NC(=O)C1CCCN1S(=O)(=O)c1cccs1 (stereo unspecified)
6	-1	-6	-1	-1.1	110	-13	-1	48	-7	C=CCNC(=O)CCCCCNS(=O)(=O)c1ccc(OC)cc1
7	-2	-7	6	-0.7	73	-9	-2	22	0	S=C(NC1CCCCC1)N1CCCCC1
8	3	-4	-3	0.4	101	5	10	10	-12	CCOC(=O)C1(CCc2ccccc2)CCN(Cc2ccccn2)CC1
9	-4	-3	7	0.0	.	-8	.	.	7	COc1ccccc1C(=O)COC(=O)CCNS(=O)(=O)c1ccc(C)c(C)c1
10	0	-3	-1	0.4	97	-3	-18	40	-5	CCOc1ccccc1N1CC(C(=O)N2CCc3ccccc32)CC1=O (stereo unspecified)
11	6	0	-2	-3.1	106	3	3	7	2	Cc1ccc2[nH]c3c(=O)n(Cc4ccccn4)cnc3c2c1
12	7	-4	-1	-0.1	98	-1	-12	1	10	Cc1c(C#N)c2ncn(CCCN(C)C)c(=O)c2n1-c1ccccc1
13	2	6	-1	-0.2	106	-73	0	7	0	Cc1ccc(NN=C2c3ccccc3-c3ccccc32)cc1
14	0	-5	-1	1.3	102	-1	-3	13	-1	COc1cccc(CN2CC(C(=O)NCCSc3nnnn3C)CCC2=O)c1 (stereo unspecified)
15	5	-7	5	-0.8	99	4	-6	23	-1	O=C(CSc1nc(-c2cccs2)cc(C(F)(F)F)n1)NCCCN1CCOCC1
16	1	.	-12	0.8	106	-10	-10	-3	7	Cn1c(=O)c2c(nc(CN3CCN(C(=O)c4ccco4)CC3)n2Cc2ccccc2F)n(C)c1=O
17	3	1	2	1.0	.	12	.	.	4	O=C(NCc1ccccc1)c1onc(CSc2ccc(Cl)cc2)c1C(=O)NCC1CC1
18	1	-6	2	-1.4	89	-5	-7	19	0	CC1CCCC(NC(=O)c2cc(S(=O)(=O)N3CCOCC3)ccc2F)C1C (stereo unspecified)
19	1	-9	0	-0.6	99	-4	-4	-4	-1	COc1ccc(S(=O)(=O)c2ccc(O)cc2)cc1
20	-4	8	5	1.2	99	12	0	4	-4	CC#CC[N+](C)(CC#CC)CC(=O)c1ccccc1

# Ordered by molecular weight (low to high): some entries from above
nr	IDE cell inh	GalR3 antagonist	IDE act	CRFR2-BP ag	MEKK3 PB1 HTS	CRFR2-BP antag	pCIP destab	PHOSPHO1 inh	M4 PAM	Molecule
7	-2	-7	6	-0.7	73	-9	-2	22	0	S=C(NC1CCCCC1)N1CCCCC1
20	-4	8	5	1.2	99	12	0	4	-4	CC#CC[N+](C)(CC#CC)CC(=O)c1ccccc1
19	1	-9	0	-0.6	99	-4	-4	-4	-1	COc1ccc(S(=O)(=O)c2ccc(O)cc2)cc1
13	2	6	-1	-0.2	106	-73	0	7	0	Cc1ccc(NN=C2c3ccccc3-c3ccccc32)cc1
2	-1	-9	1	6.3	100	-22	10	.	-9	CC1CCCC(C)N1CC(O)COC1CCC(C(C)(C)C)CC1 (stereo unspecified)
10	0	-3	-1	0.4	97	-3	-18	40	-5	CCOc1ccccc1N1CC(C(=O)N2CCc3ccccc32)CC1=O (stereo unspecified)
8	3	-4	-3	0.4	101	5	10	10	-12	CCOC(=O)C1(CCc2ccccc2)CCN(Cc2ccccn2)CC1
4	1	3	4	-1.5	104	-3	-13	16	5	CCOc1cc(NC(=S)NCC2CCCO2)c(OCC)cc1NC(=O)CC (stereo unspecified)
5	-4	-5	3	-0.4	.	10	.	.	-1	COc1ccc([N+](=O)[O-])cc1NC(=O)C1CCCN1S(=O)(=O)c1cccs1 (stereo unspecified)
3	-1	-4	2	-1.7	105	-3	4	0	-9	CC(C)CC(NC(=O)c1ccccc1)C(=O)OCC(=O)Nc1ccc(Br)cn1 (stereo unspecified)
17	3	1	2	1.0	.	12	.	.	4	O=C(NCc1ccccc1)c1onc(CSc2ccc(Cl)cc2)c1C(=O)NCC1CC1
16	1	.	-12	0.8	106	-10	-10	-3	7	Cn1c(=O)c2c(nc(CN3CCN(C(=O)c4ccco4)CC3)n2Cc2ccccc2F)n(C)c1=O

# The main list resumes, starting two compounds before the break.
nr	IDE cell inh	GalR3 antagonist	IDE act	CRFR2-BP ag	MEKK3 PB1 HTS	CRFR2-BP antag	pCIP destab	PHOSPHO1 inh	M4 PAM	Molecule
19	1	-9	0	-0.6	99	-4	-4	-4	-1	COc1ccc(S(=O)(=O)c2ccc(O)cc2)cc1
20	-4	8	5	1.2	99	12	0	4	-4	CC#CC[N+](C)(CC#CC)CC(=O)c1ccccc1
21	-4	-3	6	0.1	98	1	7	49	11	c1ccc2c(Cn3ccnc3)c[nH]c2c1
22	5	-1	.	-1.1	99	-21	-21	45	-2	Cc1ccnc(NC(=O)CCC(=O)N(CC(=O)NC(C)(C)C)c2ccc(F)c(Cl)c2)c1
23	-4	-9	-2	-3.5	.	-11	.	.	5	Cc1cc(C)cc(OCC(=O)OCC(=O)Nc2cc(C)nn2-c2ccccc2)c1
24	0	-3	3	-1.1	104	0	-9	1	2	CCOC(=O)c1cnc(SCC(=O)Nc2ccc3c(c2)OCCO3)nc1N
25	3	7	2	1.7	98	-28	2	17	2	Cc1ccccc1OCC(O)Cn1c(N2CCN(c3ccccc3)CC2)nc2c1c(=O)[nH]c(=O)n2C (stereo unspecified)
26	-3	-2	7	0.7	105	17	-9	25	2	CC(OC(=O)C1CC=CCC1C(N)=O)C(Cl)=C(Cl)Cl (stereo unspecified)
27	6	-6	6	1.3	102	-6	-5	-3	-1	CCOC(=O)/C=C1\SCC(=O)N1CC(=O)N1CCOCC1
28	-3	-5	3	-0.4	.	-10	.	.	2	CCOC(=O)[C@@H]1[C@H]2COc3ccc(Br)cc3[C@@H]2N2C(=O)N(c3ccc(Br)cc3)C(=O)[C@@]12C
29	-5	-5	8	1.9	104	13	-17	27	6	O=S(=O)(N/N=C/c1ccc(F)cc1)c1ccccc1
30	-2	-7	.	-0.4	83	-8	-12	-7	4	S=c1[nH]nc(-c2cccc3ccccc23)n1-c1cccnc1
31	0	-2	2	-7.6	111	1	-4	25	9	O=C(CSc1nnnn1Cc1ccccc1)c1ccc(F)cc1
32	-1	-4	3	3.1	103	6	1	1	0	Cc1cc(=O)[nH]c(SCC(=O)NC(C)C2CC3CCC2C3)c1C#N (stereo unspecified)
33	0	-1	-1	0.0	104	6	-18	19	-3	COc1cccc(/C=C2\N=C(c3c(-c4ccccc4)noc3C)OC2=O)c1OC
34	9	-2	3	-0.2	121	-1	-8	14	1	CCN1CCN(CC(O)COc2ccc3c(c2)CCC3)CC1 (stereo unspecified)
35	0	-7	0	-1.5	101	-13	15	40	-6	CC(=O)Nc1ccc(S(=O)(=O)Nc2cccc3cccnc23)cc1
36	-4	-1	.	3.5	75	2	-7	31	.	COC(=O)c1cccc(C23CC4(C2)[C@H](CN(Cc2cccnc2)[C@@H]4c2ccccc2)C3c2ccc(C(F)(F)F)cc2)c1 (stereo partly specified)
37	-3	-1	-5	-1.0	103	0	-11	12	8	COC(=O)c1cc(Br)c(=O)n(CCc2ccccc2)c1
38	3	2	-5	112*	90	-122	-4	25	15	Cn1c(-c2ccc(C=O)s2)nc2c3ccccc3c3ccccc3c21
39	-2	-10	4	1.2	100	-34	-15	28	-16	CCOc1ccc(CN(C)C(=O)[C@H](Cc2ccccc2)NC(=O)OCc2ccccc2)cc1OC
40	6	-4	3	-1.6	.	-1	.	.	1	Cc1nc(NC(=O)COC(=O)CNC(=O)c2ccco2)c(Cl)cc1Cl
41	-6	-3	1	-1.1	.	3	.	.	9	O=C(CN1C(=O)NC2(CCCCC2)C1=O)NCCc1ccccc1
42	-2	-5	-2	-2.2	.	-13	.	.	0	COc1ccc(S(=O)(=O)N2CCCCC2)cc1NC(=O)Cn1cnc2ccccc2c1=O
43	0	-4	0	1.3	102	-2	-10	24	14	O=C1c2ccccc2C(=O)N1CCSC(=S)N1CCOCC1
44	-1	0	2	-0.8	100	5	-7	-13	7	O=S1(=O)[C@H]2C[C@@H]3C=C[C@@]2(CN1Cc1cccc(C(F)(F)F)c1)O3
45	4	-2	-3	-1.6	83	-9	-1	27	5	COc1cccc(C(=O)N(c2ccc(OC)cc2OC)C2C=CS(=O)(=O)C2)c1 (stereo unspecified)
46	-4	-8	-2	2.7	103	1	-10	27	-6	O=C(Nc1ccc(N2CCOCC2)cc1)c1cccc2ccccc12
47	0	-4	6	2.8	.	-9	.	.	-1	COc1cccc(-c2ncc3ccccc3c2COC(=O)c2ccc(C(C)(C)C)cc2)c1
48	10	-10	1	3.2	96	-5	-10	19	-3	Cc1ccc(C(=O)N/C(=C\c2ccc(-c3ccccc3[N+](=O)[O-])o2)C(=O)NCCCN(C)C)cc1
49	-6	-3	1	6.6	96	-14	-12	25	3	Cc1cc(CC(C)C)n(-c2nc3ccccc3c(=O)n2OCC(N)=O)n1
50	7	-4	2	-1.9	106	-3	-9	42	10	O=C(Cn1cnc2ccccc21)N/N=C/c1cccc([N+](=O)[O-])c1
51	3	-5	2	-0.7	99	-2	-10	-44	-2	CC(=O)Nc1cccc(NC(=O)Nc2ccc(C)c(Cl)c2)c1
52	2	-4	-2	0.2	88	-16	-1	6	0	COc1ccccc1Cn1c(CCCO)nc2ccccc21
53	-4	-8	-1	-0.5	100	3	-3	39	-3	COc1ccc(C(CC(=O)Nc2ncccc2C)N2Cc3ccccc3C2=O)cc1OC (stereo unspecified)
54	-4	0	2	-1.1	100	2	-2	2	7	COc1ccc(C(=O)NNC(=O)Cc2ccc([N+](=O)[O-])cc2)cc1
55	-2	-1	6	0.1	86	1	5	15	3	COc1cccc(C(=O)NNC2=CC(=O)CC(C)(C)C2)c1
56	-3	1	7	0.1	104	-3	1	5	7	CC1CCCN(C(=O)COC(=O)c2ccc[nH]c2=O)C1 (stereo unspecified)
